NSD2 block: inhibitors of human NSD2, primary screen, biochemical, plate reader, single point | inhibition, % at 12.5 µM | NSD2-SET H3K36me1 DELFIA fluorescence | Histone-lysine N-methyltransferase NSD2 (Homo sapiens), O96028 | hit rate 0.07% among 44,000; in the data active = inhibition above about 54%, passing the limit was not always enough; inconclusive = no clear call, values can overlap the other calls;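 also: inhibitors reduce the monomethyl H3K36 fluorescence signal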
Target sequence (O96028 whole entry, looked up): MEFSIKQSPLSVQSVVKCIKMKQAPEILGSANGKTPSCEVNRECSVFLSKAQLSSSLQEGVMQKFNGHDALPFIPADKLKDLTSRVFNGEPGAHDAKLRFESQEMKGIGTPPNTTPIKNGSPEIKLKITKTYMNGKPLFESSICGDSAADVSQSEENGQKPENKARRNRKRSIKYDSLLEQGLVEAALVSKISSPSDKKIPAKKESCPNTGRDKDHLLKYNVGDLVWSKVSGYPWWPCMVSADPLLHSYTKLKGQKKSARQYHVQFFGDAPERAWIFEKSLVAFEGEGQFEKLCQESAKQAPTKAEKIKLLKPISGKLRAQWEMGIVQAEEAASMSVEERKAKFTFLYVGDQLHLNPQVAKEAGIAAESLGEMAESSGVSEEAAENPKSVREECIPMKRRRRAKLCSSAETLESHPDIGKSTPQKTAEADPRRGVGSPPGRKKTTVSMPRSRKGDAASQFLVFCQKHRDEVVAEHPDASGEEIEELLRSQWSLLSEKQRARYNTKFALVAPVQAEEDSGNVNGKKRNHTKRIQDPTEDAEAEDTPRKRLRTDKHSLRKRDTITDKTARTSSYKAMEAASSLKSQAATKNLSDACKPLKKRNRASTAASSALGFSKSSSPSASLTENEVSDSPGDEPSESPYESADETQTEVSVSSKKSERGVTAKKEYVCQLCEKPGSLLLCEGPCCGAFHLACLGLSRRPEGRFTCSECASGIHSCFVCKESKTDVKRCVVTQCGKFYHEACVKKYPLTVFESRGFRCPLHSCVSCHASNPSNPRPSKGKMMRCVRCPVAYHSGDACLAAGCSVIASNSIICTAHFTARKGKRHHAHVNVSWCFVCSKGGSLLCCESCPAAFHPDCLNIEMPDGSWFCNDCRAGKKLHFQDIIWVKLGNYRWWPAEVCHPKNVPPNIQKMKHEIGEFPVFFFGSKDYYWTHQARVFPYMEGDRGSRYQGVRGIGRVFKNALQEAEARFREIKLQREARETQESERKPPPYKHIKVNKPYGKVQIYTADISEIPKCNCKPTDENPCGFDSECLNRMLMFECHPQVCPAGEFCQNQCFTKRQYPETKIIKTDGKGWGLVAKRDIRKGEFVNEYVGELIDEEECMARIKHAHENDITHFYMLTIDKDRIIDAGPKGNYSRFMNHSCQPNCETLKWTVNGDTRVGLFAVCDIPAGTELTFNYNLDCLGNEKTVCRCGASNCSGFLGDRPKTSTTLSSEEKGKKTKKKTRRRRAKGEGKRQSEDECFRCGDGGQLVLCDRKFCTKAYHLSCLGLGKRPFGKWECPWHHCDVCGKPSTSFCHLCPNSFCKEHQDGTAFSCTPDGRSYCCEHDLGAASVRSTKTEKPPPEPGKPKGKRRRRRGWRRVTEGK
* hit, by the source's call; ? = inconclusive. These rows are one share of the data; count on the stated rates, not on these rows.

SMILES	NSD2 block
C[C@@H]1CN([C@@H](C)CO)C(=O)c2cc(NC(=O)Nc3ccccc3)ccc2O[C@@H]1CN(C)S(=O)(=O)c1ccc(Cl)cc1	-2
Cc1noc(C)c1S(=O)(=O)N(C)C[C@H]1OCCCC[C@@H](C)Oc2ccc(NC(=O)Nc3ccc4c(c3)OCO4)cc2C(=O)N([C@@H](C)CO)C[C@H]1C	-3
C[C@H]1CN([C@@H](C)CO)C(=O)c2cc(NC(=O)CCCN(C)C)ccc2O[C@H]1CN(C)C(=O)Nc1ccccc1	5
Cc1noc(C)c1S(=O)(=O)Nc1ccc2c(c1)CC(=O)N([C@@H](C)CO)C[C@@H](C)[C@H](CN(C)S(=O)(=O)c1cn(C)cn1)O2	-2
Cc1noc(C)c1S(=O)(=O)Nc1ccc2c(c1)CC(=O)N([C@@H](C)CO)C[C@H](C)[C@@H](CN(C)C(=O)Nc1ccc(F)cc1)O2	-1
C[C@@H]1CCCCO[C@@H](CN(C)Cc2ccc(C(=O)O)cc2)[C@H](C)CN([C@@H](C)CO)C(=O)c2cc(NS(=O)(=O)c3cccs3)ccc2O1	0
COc1ccc(NC(=O)N(C)C[C@H]2Oc3c(NS(C)(=O)=O)cccc3C(=O)N([C@H](C)CO)C[C@H]2C)cc1	3
COc1ccc(S(=O)(=O)N(C)C[C@H]2OCCCC[C@@H](C)Oc3ccc(NS(=O)(=O)c4c(C)noc4C)cc3C(=O)N([C@H](C)CO)C[C@@H]2C)cc1	2
COc1ccc(NC(=O)N(C)C[C@@H]2Oc3ccc(NC(=O)Nc4ccc(C(F)(F)F)cc4)cc3CC(=O)N([C@@H](C)CO)C[C@H]2C)cc1	-18
C[C@H]1CN([C@@H](C)CO)C(=O)Cc2cc(NC(=O)c3ccncc3)ccc2O[C@@H]1CN(C)Cc1ccncc1	-4
Cc1noc(C)c1NC(=O)Nc1ccc2c(c1)C(=O)N([C@H](C)CO)C[C@@H](C)[C@@H](CN(C)Cc1ccc(C(=O)Nc3ccccc3N)cc1)O2	1
C[C@@H]1CN([C@@H](C)CO)C(=O)CCCn2nncc2CO[C@@H]1CN(C)Cc1ccc2c(c1)OCO2	5
C[C@@H]1CN([C@@H](C)CO)C(=O)c2cc(NS(C)(=O)=O)ccc2O[C@@H](C)CCCCO[C@@H]1CN(C)Cc1ccncc1	2
O=C(C[C@H]1C=C[C@H](NC(=O)Cc2ccccn2)[C@H](CO)O1)NCCCN1CCOCC1	-1
C[C@@H]1CN([C@H](C)CO)C(=O)c2cccc(NC(=O)NC3CCCCC3)c2O[C@H]1CN(C)C(=O)NC1CCCCC1	0
C[C@@H]1CN([C@H](C)CO)S(=O)(=O)c2ccc(C#CC3CC3)cc2O[C@H]1CN(C)Cc1ccccc1F	4
COc1cccc(NC(=O)N(C)C[C@@H]2OCc3cn(nn3)CCCC(=O)N([C@H](C)CO)C[C@@H]2C)c1	5
C[C@H](CO)N1C[C@H](C)[C@@H](CN(C)S(C)(=O)=O)Oc2ccc(NC(=O)CCCN(C)C)cc2C1=O	-3
C[C@H](CO)N1C[C@H](C)[C@H](CN(C)C(=O)CN2CCOCC2)Oc2ncc(-c3cncnc3)cc2C1=O	-1
C[C@@H]1CN([C@H](C)CO)C(=O)CCCn2cc(nn2)CO[C@H]1CN(C)S(=O)(=O)c1ccc(Oc2ccccc2)nc1	0
CCOc1cccc(/C=N/NC(=O)CCCCCCC(=O)Nc2ccccc2O)c1OCC	0
Cc1ccsc1/C=N/NC(=O)c1cccc(C(=O)NO)c1	0
CC(=O)/C(=C\c1ccccc1)CC(=O)O	-4
C[C@H](CO)N1C[C@H](C)[C@@H](CN(C)C(=O)c2cnccn2)Oc2cc(Br)ccc2S1(=O)=O	-7

In the list so far, 4 have an aryl methoxy group.
SMILES	NSD2 block
COc1ccc(NC(=O)N(C)C[C@H]2Oc3c(NS(C)(=O)=O)cccc3C(=O)N([C@H](C)CO)C[C@H]2C)cc1	3
COc1ccc(S(=O)(=O)N(C)C[C@H]2OCCCC[C@@H](C)Oc3ccc(NS(=O)(=O)c4c(C)noc4C)cc3C(=O)N([C@H](C)CO)C[C@@H]2C)cc1	2
COc1ccc(NC(=O)N(C)C[C@@H]2Oc3ccc(NC(=O)Nc4ccc(C(F)(F)F)cc4)cc3CC(=O)N([C@@H](C)CO)C[C@H]2C)cc1	-18
COc1cccc(NC(=O)N(C)C[C@@H]2OCc3cn(nn3)CCCC(=O)N([C@H](C)CO)C[C@@H]2C)c1	5

Returning to the listing; the 2 compounds before the break are reprinted first.
SMILES	NSD2 block
CC(=O)/C(=C\c1ccccc1)CC(=O)O	-4
C[C@H](CO)N1C[C@H](C)[C@@H](CN(C)C(=O)c2cnccn2)Oc2cc(Br)ccc2S1(=O)=O	-7
C[C@@H]1CCCCO[C@@H](CN(C)C(=O)c2ccccc2)[C@@H](C)CN([C@H](C)CO)C(=O)c2cc(NC(=O)Nc3cccc4ccccc34)ccc2O1	0
CC(=O)/C=C/C1(O)C(C)CCC2C(C)(C)CCCC21C (stereo not drawn)	-1
C[C@@H]1CN([C@@H](C)CO)S(=O)(=O)c2ccc(C#Cc3ccccc3)cc2O[C@H]1CN(C)C(=O)Nc1ccccc1	4
CNC[C@H]1Oc2cc(C#Cc3ccc(F)cc3)ccc2S(=O)(=O)N([C@H](C)CO)C[C@@H]1C	2
COc1ccc(NC(=O)N(C)C[C@H]2Oc3ccc(N(C)C)cc3CC(=O)N([C@@H](C)CO)C[C@@H]2C)cc1	-1
CNC[C@@H]1Oc2c(NS(=O)(=O)c3c(C)noc3C)cccc2C(=O)N([C@H](C)CO)C[C@@H]1C	-1
CC(C)NC(=O)N(C)C[C@@H]1Oc2cc(C3=CCCCC3)ccc2S(=O)(=O)N([C@@H](C)CO)C[C@@H]1C	-4
COc1ccc(NC(=O)CSc2nnc(-c3ccccc3)c(-c3ccccc3)n2)cc1	18
COc1ccc(S(=O)(=O)N(C)C[C@H]2Oc3ccc(NC(=O)C4CCCCC4)cc3CC(=O)N([C@H](C)CO)C[C@@H]2C)cc1	-1
CN(CCOc1ccc(CC(Nc2ccccc2C(=O)c2ccccc2)C(=O)O)cc1)c1ccccn1 (stereo not drawn)	-11
C[C@@H]1CN([C@H](C)CO)C(=O)c2cc(C#CCN(C)C)cnc2O[C@@H]1CN(C)C(=O)CCN1CCCCC1	2
CCCC#Cc1ccc2c(c1)O[C@H](CN(C)C(=O)CC1CC1)[C@H](C)CN([C@@H](C)CO)S2(=O)=O	-29

Shown in CSV form: entries from further up.
SMILES,NSD2 block
C[C@@H]1CN([C@H](C)CO)C(=O)c2cc(C#CCN(C)C)cnc2O[C@@H]1CN(C)C(=O)CCN1CCCCC1,2
CCCC#Cc1ccc2c(c1)O[C@H](CN(C)C(=O)CC1CC1)[C@H](C)CN([C@@H](C)CO)S2(=O)=O,-29

Later entries:
SMILES	NSD2 block
Cc1nonc1OCCNc1ccc(C(F)(F)F)cc1[N+](=O)[O-]	8
COc1ccccc1-c1cnc2c(c1)C(=O)N([C@H](C)CO)C[C@@H](C)[C@H](CN(C)C(=O)c1cccnc1)O2	21
COc1ccc(S(=O)(=O)Nc2ccc3c(c2)CC(=O)N([C@@H](C)CO)C[C@H](C)[C@@H](CN(C)Cc2ccc(C(=O)Nc4ccccc4N)cc2)O3)cc1	-4
COc1ccc(CNC(=O)C[C@@H]2C[C@@H]3c4cc(NC(=O)NC5CCCC5)ccc4O[C@@H]3[C@@H](CO)O2)cc1	6
C[C@H](CO)N1C[C@H](C)[C@H](CN(C)Cc2ccncc2)Oc2ncc(C#CC(C)(C)O)cc2C1=O	-1
Cc1noc(C)c1S(=O)(=O)Nc1ccc2c(c1)CC(=O)N([C@@H](C)CO)C[C@H](C)[C@H](CN(C)S(=O)(=O)c1ccc(F)cc1)O2	4
Cc1noc(C)c1NC(=O)Nc1ccc2c(c1)CC(=O)N([C@@H](C)CO)C[C@@H](C)[C@H](CN(C)C(=O)NC(C)C)O2	32
C[C@@H]1CN([C@@H](C)CO)C(=O)Cc2cc(NC(=O)c3ccncc3)ccc2O[C@@H]1CN(C)C(=O)NC1CCCCC1	-2
Cc1ccc(S(=O)(=O)Nc2ccc3c(c2)CC(=O)N([C@H](C)CO)C[C@H](C)[C@@H](CN(C)S(=O)(=O)c2cn(C)cn2)O3)cc1	-6
Cc1noc(C)c1NC(=O)Nc1ccc2c(c1)CC(=O)N([C@H](C)CO)C[C@H](C)[C@H](CN(C)C(=O)NC1CCCCC1)O2	3
O=C(O)c1ccccc1Nc1cccc(OCc2ccc3ccccc3n2)c1	-8
C[C@@H]1CN([C@@H](C)CO)C(=O)Cc2cc(NS(C)(=O)=O)ccc2O[C@H]1CN(C)S(C)(=O)=O	5

Some of these compounds in order of SMILES length, low to high.
SMILES	NSD2 block
COc1ccc(CNC(=O)C[C@@H]2C[C@@H]3c4cc(NC(=O)NC5CCCC5)ccc4O[C@@H]3[C@@H](CO)O2)cc1	6
Cc1noc(C)c1NC(=O)Nc1ccc2c(c1)CC(=O)N([C@@H](C)CO)C[C@@H](C)[C@H](CN(C)C(=O)NC(C)C)O2	32
Cc1noc(C)c1NC(=O)Nc1ccc2c(c1)CC(=O)N([C@H](C)CO)C[C@H](C)[C@H](CN(C)C(=O)NC1CCCCC1)O2	3

Carrying on.
SMILES	NSD2 block
O=C(C[C@H]1C=C[C@@H](NC(=O)CCN2CCCCC2)[C@H](CO)O1)Nc1ccc(-c2ccccc2)cc1	-4
CC1=CCC2C(C)(CC[C@H](O)C2(C)C)C1COc1ccc2ccc(=O)oc2c1 (stereo partly drawn)	-6
CCC(=O)N(C)C[C@H]1Oc2cc(C#CC3(O)CCCC3)ccc2S(=O)(=O)N([C@@H](C)CO)C[C@@H]1C	?
Cc1ccc(S(=O)(=O)N(C)C[C@@H]2Oc3ccc(NC(=O)NC4CCCCC4)cc3CC(=O)N([C@@H](C)CO)C[C@H]2C)cc1	-3
CCC(=O)N(C)C[C@H]1Oc2ncc(C#Cc3ccncc3)cc2C(=O)N([C@H](C)CO)C[C@@H]1C	21
C[C@@H](O)C#Cc1ccc2c(c1)O[C@H](CN(C)Cc1ccccn1)[C@@H](C)CN([C@@H](C)CO)S2(=O)=O	-4
C[C@H](CO)N1C[C@H](C)[C@@H](CN(C)C(=O)NC2CCCCC2)Oc2ccc(NS(=O)(=O)c3cn(C)cn3)cc2C1=O	-4
C[C@@H]1CN([C@@H](C)CO)S(=O)(=O)c2ccc(C#Cc3cccnc3)cc2O[C@H]1CN(C)C(=O)C1CC1	0
CCCNC(=O)N[C@@H]1CC[C@@H](CC(=O)NC2CCC2)O[C@H]1CO	7
C[C@H](CO)N1C[C@H](C)[C@@H](CN(C)Cc2ccc(Cl)c(Cl)c2)OCCCC[C@H](C)Oc2ccc(NC(=O)c3ccncc3)cc2C1=O	-8
COc1cccc(-c2cnc3c(c2)C(=O)N([C@H](C)CO)C[C@H](C)[C@@H](CN(C)Cc2ccccc2)O3)c1	-3
C[C@H]1CN([C@@H](C)CO)C(=O)c2cccc(NS(=O)(=O)c3ccc(Cl)cc3)c2O[C@H]1CN(C)Cc1ccccc1	2
COc1ccc(CN(C)C[C@@H]2Oc3c(NS(=O)(=O)c4ccccc4)cccc3C(=O)N([C@H](C)CO)C[C@H]2C)cc1	3
COc1ccc(S(=O)(=O)N(C)C[C@@H]2Oc3ncc(-c4cc5ccccc5o4)cc3C(=O)N([C@H](C)CO)C[C@@H]2C)cc1	-4
C[C@H](CO)N1C[C@H](C)[C@@H](CN(C)C(=O)NC2CCCCC2)Oc2ccc(NS(=O)(=O)c3cccs3)cc2C1=O	1
COc1ccc(S(=O)(=O)N(C)C[C@H]2Oc3ccc(NC(=O)CCC(F)(F)F)cc3CC(=O)N([C@@H](C)CO)C[C@@H]2C)cc1	-2
CCCNC(=O)CSc1nc2nc(C)c(Cc3cccc(C)c3)c(C)n2n1	-3
Cc1cc(C(=O)Nc2cccc3c2O[C@H](CN(C)Cc2ccccc2)[C@@H](C)CN([C@H](C)CO)C3=O)n(C)n1	-1
O=C(NO)c1ccc(C(=O)N/N=C/c2ccc(-c3ccccc3)c(F)c2)cc1	20
C[C@@H]1CN([C@H](C)CO)C(=O)Cc2cc(NC(=O)CCCCCC(=O)Nc3ccccc3N)ccc2O[C@H]1CN(C)C(=O)Nc1ccc(F)cc1	9
COc1ccc(CN(C)C[C@H]2Oc3c(NC(=O)Nc4ccc5c(c4)OCO5)cccc3C(=O)N([C@H](C)CO)C[C@H]2C)cc1	11
COc1ccc(NC(=O)Nc2ccc3c(c2)CC(=O)N([C@@H](C)CO)C[C@H](C)[C@@H](CN(C)Cc2ccc(C(F)(F)F)cc2)O3)cc1	-21
Cc1noc(C)c1NC(=O)N(C)C[C@@H]1Oc2ccc(NC(=O)Nc3ccc(C(F)(F)F)cc3)cc2C(=O)N([C@@H](C)CO)C[C@H]1C	0
Oc1cc2c(cc1O)CN(C(=S)NCCc1ccc(Cl)cc1)CCC2	-10
C[C@@H]1CN([C@@H](C)CO)C(=O)c2cc(NC(=O)Nc3ccc(F)cc3)ccc2O[C@@H]1CN(C)C(=O)Nc1ccc(F)cc1	-2
C[C@@H]1CN([C@@H](C)CO)C(=O)Cc2cc(NS(=O)(=O)c3ccc(F)cc3)ccc2O[C@H]1CN(C)Cc1ccc(-c2ccccc2)cc1	-7
C[C@H]1CN([C@@H](C)CO)C(=O)c2cc(-c3ccc(C#N)cc3)cnc2O[C@@H]1CN(C)C(=O)CN(C)C	1
C[C@H](CO)N1C[C@H](C)[C@H](CN(C)C(=O)c2cccnc2)Oc2cc(/C=C/c3ccccc3)ccc2S1(=O)=O	-2
COc1ccc(S(=O)(=O)Nc2ccc3c(c2)C(=O)N([C@H](C)CO)C[C@@H](C)[C@H](CN(C)Cc2ccncc2)O3)cc1	0
COc1ccccc1S(=O)(=O)N(C)C[C@@H]1OCc2ccccc2-c2ccccc2C(=O)N([C@H](C)CO)C[C@@H]1C	0
COc1ccccc1-c1ccc2c(c1)O[C@@H](CN(C)CC1CCCC1)[C@H](C)CN([C@@H](C)CO)S2(=O)=O	27
CCO[C@H]1OC(C(N)=O)=C[C@@H](C2CCCCC2)[C@@H]1CCCO	0
COc1ccc(CN(C)C[C@@H]2OCCCC[C@@H](C)Oc3ccc(NS(=O)(=O)c4ccc(C)cc4)cc3C(=O)N([C@H](C)CO)C[C@H]2C)cc1	3
C[C@H]1CN([C@@H](C)CO)C(=O)c2cccc(NC(=O)CCCCCC(=O)Nc3ccccc3N)c2O[C@@H]1CN(C)Cc1ccccc1	-11

Bioassay records (PubChem BioAssay)
